APEX1 inh = qHTS Assay for Inhibitors of the Human Apurinic/apyrimidinic Endonuclease 1 (APE1); DNA repair nuclease/redox regulator APEX1 (Homo sapiens), P27695; recombinant APE1, TAMRA/BHQ-2 abasic DNA cleavage fluorescence; Potency, µM (highest dose often 65.8 µM), for inactives: at the highest dose activity change, negative = inhibition, most hits filed as inhibitors; 350,000 compounds, 0.35% hits; AID 2517, 2012;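 further: potency means the concentration at half of the fitted maximal effect; plate controls were vehicle for no effect and reference inhibitor for full effect; nearly all actives have a fitted effect of over 55% in size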
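Kinetic fluorescence read (525 ex/598 em nm, three reads 60 s apart) of AP-site incision; signal = third minus first read. Enzyme 0.75 nM, dual-labelled THF duplex 50 nM, compound preincubation 15 min RT.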
Pol kappa inh = qHTS for Inhibitors of Polymerase Kappa; purified Pol kappa, fluorescent DNA synthesis assay, 10 min; Potency, µM (doses to about 107 µM), for the others: at the highest dose activity, negative = inhibition, most hits filed as inhibitors; 400,000 compounds, 0.53% hits; AID 588579, 2011; further: potency means the concentration at half of the fitted maximal effect; on the % scale 0 is the no-effect control and ±100 the full control effect
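10 nM Pol kappa preincubated 15 min at room temperature with compounds, then reaction started with substrate at 50 nM final. Fluorescence read kinetically at 0 and 10 min; buffer-only wells served as negative control.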
BLM helicase inh = qHTS Assay for Inhibitors of Bloom's syndrome helicase (BLM); Potency, µM (top dose mostly 56.1 µM), for the others: top-dose activity change, negative = inhibition, hits mostly inhibitors; 350,000 compounds, 0.2% hits; recombinant BLM DNA unwinding, fluorescence dequenching;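 further: potency means the concentration at half of the fitted maximal effect; plate controls were vehicle for no effect and no enzyme for full effect; nearly all actives have a fitted effect of over 35% in size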
Target sequence (P54132 whole entry, looked up): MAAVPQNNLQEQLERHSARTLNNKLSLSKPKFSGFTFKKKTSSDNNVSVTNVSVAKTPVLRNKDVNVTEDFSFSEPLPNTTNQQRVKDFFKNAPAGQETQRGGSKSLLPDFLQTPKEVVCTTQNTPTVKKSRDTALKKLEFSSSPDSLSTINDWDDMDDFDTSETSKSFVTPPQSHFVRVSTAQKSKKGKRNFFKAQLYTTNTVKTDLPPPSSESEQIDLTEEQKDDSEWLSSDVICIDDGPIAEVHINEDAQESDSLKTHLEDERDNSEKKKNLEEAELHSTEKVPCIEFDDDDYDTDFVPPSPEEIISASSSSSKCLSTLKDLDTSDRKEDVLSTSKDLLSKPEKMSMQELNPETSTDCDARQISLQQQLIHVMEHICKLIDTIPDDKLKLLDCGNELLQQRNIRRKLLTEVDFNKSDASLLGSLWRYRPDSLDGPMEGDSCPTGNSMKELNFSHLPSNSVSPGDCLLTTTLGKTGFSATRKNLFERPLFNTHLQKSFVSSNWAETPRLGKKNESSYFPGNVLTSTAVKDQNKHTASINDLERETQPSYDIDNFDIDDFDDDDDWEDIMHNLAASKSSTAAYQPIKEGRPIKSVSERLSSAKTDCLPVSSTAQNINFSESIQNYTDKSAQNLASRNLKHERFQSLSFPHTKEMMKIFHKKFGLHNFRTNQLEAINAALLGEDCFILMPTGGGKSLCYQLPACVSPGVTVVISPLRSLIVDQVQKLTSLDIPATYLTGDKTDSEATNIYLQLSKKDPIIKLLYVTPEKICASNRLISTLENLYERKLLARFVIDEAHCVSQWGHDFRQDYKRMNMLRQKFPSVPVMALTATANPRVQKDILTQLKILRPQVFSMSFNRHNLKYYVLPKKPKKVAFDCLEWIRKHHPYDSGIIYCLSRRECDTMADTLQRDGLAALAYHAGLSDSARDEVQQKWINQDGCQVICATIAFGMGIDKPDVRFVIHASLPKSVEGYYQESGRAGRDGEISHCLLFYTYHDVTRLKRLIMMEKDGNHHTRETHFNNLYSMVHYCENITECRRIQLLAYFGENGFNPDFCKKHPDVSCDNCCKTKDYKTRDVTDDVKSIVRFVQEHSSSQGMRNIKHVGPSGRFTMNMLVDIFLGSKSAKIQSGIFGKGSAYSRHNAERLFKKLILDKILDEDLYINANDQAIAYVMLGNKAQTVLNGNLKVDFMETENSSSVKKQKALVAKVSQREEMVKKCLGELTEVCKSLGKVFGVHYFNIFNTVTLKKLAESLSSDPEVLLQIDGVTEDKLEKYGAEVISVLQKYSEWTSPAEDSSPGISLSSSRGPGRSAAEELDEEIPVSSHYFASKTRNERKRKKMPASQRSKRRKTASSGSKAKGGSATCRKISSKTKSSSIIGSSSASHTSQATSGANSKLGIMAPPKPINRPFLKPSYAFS
ERG-DNA inh = qHTS for Small Molecule Inhibitors of the ERG Ets/DNA interaction; fluorescence polarization, His-ERG Ets domain / labelled DNA; Potency, µM (titrated, usually from 76.9 µM), inactives show at the top dose FP activity, negative = inhibition, most hits filed as inhibitors; 370,000 compounds, 0.028% hits; active means well fitted inhibition curve with a large enough effect in the polarisation, with a control signal flat; inconclusive means small, poorly fitted or top-dose-only effect, or effect the other way, or a change in a side signal; inactive means no such curve, though single readings can be large or run the other way; the % refers to the polarisation;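 further: polarization taken with two DNA probes labelled with fluorescein and Texas red; potency means the concentration at half of the fitted maximal effect; % of control where 0% means no effect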
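His-tagged ERG Ets domain (1 uM in the protein solution; 300mM KCl, 50mM Tris-HCl, 1mM EDTA, 1mM DTT, pH 7.5) received compound, then a probe mix of 5 nM fluorescein-DNA and 100nM Texas-615-DNA. Fluorescence polarization was read for both dyes.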
ALOX12 inh = Primary qHTS assay for inhibitors of human arachidonate 12S-lipoxygenase (ALOX12): Round 2; Polyunsaturated fatty acid lipoxygenase ALOX12 (Homo sapiens), P18054; purified 12hLO, xylenol orange hydroperoxide absorbance; Potency, µM (titrated, usually from 108 µM), for the others: top-dose activity change, negative = inhibition, most hits filed as inhibitors; 580,000 compounds, 1.1% hits; AID 1671190, 2021; further: potency means the concentration at half of the fitted maximal effect; on the % scale 0 is the no-effect control and ±100 the full control effect
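Hydroperoxide product was detected by ferrous iron/xylenol orange as the 573 to 405 nm absorbance ratio. Arachidonic acid at 40 uM (final) was turned over for 30 min at room temperature by 150 nM human 12hLO, pH 7.0 Hepes buffer, after 15 min compound preincubation.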
Apoferritin bind = qHTS Assay for Identification of Novel General Anesthetics; apoferritin/1-aminoanthracene competitive binding, fluorescence; 350,000 compounds, 0.074% hits; AID 485281, 2010; Ferritin light chain (Equus caballus), P02791; Potency, µM (series often up to 77.5 µM), for inactives: at the highest dose activity change, negative = displacement, hits mostly inhibitors; further: potency means the concentration at half of the fitted maximal effect; on the % scale 0 is the no-effect control and ±100 the full control effect; nearly all actives have a fitted effect of over 20% in size
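Horse-spleen apoferritin (10 uM) was mixed with 50% saturated 1-aminoanthracene in PBS, exposed to compounds for 10 min at room temperature, and read for fluorescence (ex 380 nm, em 535 nm). Competitive displacement was fitted with a four-parameter Hill equation.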
Pol beta inh = qHTS Assay for Inhibitors of DNA Polymerase Beta; P06746; Pol beta primer extension/strand displacement, fluorescence kinetic; Potency, µM (highest dose often 114 µM), without a hit: top-dose activity change, negative = inhibition, actives largely listed as inhibitors; 340,000 compounds, 1.3% hits; further: potency means the concentration at half of the fitted maximal effect; on the % scale 0 is the no-effect control and ±100 the full control effect
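10 nM enzyme + cpd, 15 min RT; start with substrate 50 nM final; read 0 min and after 10 min RT. Corrected, normalized data; 4-parameter Hill curve fit.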
Pol iota inh = qHTS for Inhibitors of Polymerase Iota; DNA polymerase iota (Homo sapiens), Q9UNA4; Potency, µM (highest dose often 115 µM), for the others: at the highest dose activity, negative = inhibition, actives largely listed as inhibitors; Pol iota fluorescent replication assay, 10 min; 390,000 compounds, 1% hits; further: potency means the concentration at half of the fitted maximal effect
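Pol iota at 10 nM preincubated 15 min with compounds at room temperature; reaction started with fluorescent substrate, 50 nM final. Fluorescence read kinetically at 0 and 10 min; buffer-only wells as negative control.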
TRHR agonist = qHTS for Small Molecule Agonists and Allosteric Enhancers of Human TRH Receptor: Primary Screen for Agonists | activation, % at 2 µM | 360,000 compounds, 0.18% hits | AID 493084, 2011 | TRHR cells, calcium flux fluo-8, FDSS agonist mode | Thyrotropin-releasing hormone receptor (Homo sapiens), P34981; in the data active means activation above about 30%; further: 0% is about no effect
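Steps: seed TRHR cells overnight; add fluo-8 no-wash Ca dye, RT 30 min–1.5 h; record 10 s baseline; pin-transfer compounds; monitor fluorescence 1 cycle/s for the agonist window. Calcium increases flag candidate agonists.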
* hit, by the source's call; ? = inconclusive; nt = no result given; [ ] = another dose, or the depositor's remark. Unless noted, the call rests on the fitted dose curve; in most records, active means well fitted curve in the direction sought with a large enough effect; inconclusive means small, poorly fitted or top-dose-only effect, or another doubt; inactive means no such curve, though single readings can be large; an effect the other way counts as inactive or inconclusive. These rows are one share of the data; rates above refer to the full screens.

SMILES | APEX1 inh | Pol kappa inh | BLM helicase inh | ERG-DNA inh | ALOX12 inh | Apoferritin bind | Pol beta inh | Pol iota inh | TRHR agonist
Cc1cccc(NC(=S)N(CCN2CCOCC2)Cc2cc3cc4c(cc3[nH]c2=O)OCO4)c1 | 4% | 6% | -1% | 0% | -7% | -1% | 9% | 110%[activator] | -0.6
COc1ccc(C(=O)Cc2ccc(F)cc2)c(OC)c1 | -9% | -18% | -1% | 1% | -10% | -17% | 1% | 34%[activator] | -0.1
CN(C)c1ccc2cc(S(=O)(=O)O)cc(O)c2c1 | nt | 32µM* | nt | 16% | ? | nt | nt | ? | nt
Cc1ccc(NC(=O)CSc2nc3ccc(NC(=O)c4cccs4)cc3s2)cc1 | nt | -11% | -3% | 4% | -7% | -1% | -17% | 36%[activator] | 0.9
CCCOC(=O)c1c(NC(=O)C2C3C=CC(C3)C2C(=O)O)sc2c1CCC(C)C2 (stereo not given) | 4% | -3% | -2% | -4% | ? | -19% | -11% | ? | 0.5
COc1ccccc1NC(=O)CSc1nnc(COc2ccc(Cl)cc2)n1Cc1ccco1 | 4% | -18% | -16% | -8% | -7% | 14% | -18% | -16% | 0.6
CCS(=O)(=O)C1=NN2C(=N)/C(=C\c3ccc(OS(=O)(=O)c4ccccc4)cc3)C(=O)N=C2S1 | 57%[activator] | -33% | -9% | 13% | nt | -21% | ? | ? | -0.1
C=C(C)C(=O)Nc1cccc(C2=NOC3(C2)C[C@H](C(N)=O)N(C(=O)CC#N)C3)c1 (stereo not given in full) | ? | ? | -9% | -13% | nt | 5% | 35µM* | ? | 0.2
CC1(OC(=O)CCc2ccccc2)C(=O)C=C2C=C(c3ccc(C#N)cc3)N(CC3CC3)C=C2C1=O (stereo not given) | -3%[12.4 µM] | -9% | -6%[12.4 µM] | 0% | 0% | -5% | -1% | ? | -0.4
Clc1ccc(-c2c[n+](Cc3ccc(Cl)c(Cl)c3)c3n2CCC3)cc1 | -1% | nt | 3% | nt | nt | 0% | 2% | nt | -0.4
COc1ccc(-c2cc(-c3cccs3)nc(OC)c2C#N)cc1OC | 0% | -11% | 0% | -7% | 0% | -1% | -7% | 6% | 0.5
COc1ccc(C(=O)NC2CCN(CC(=O)NC3CCCCC3)CC2)cc1 | 21% | 0% | -2% | 10% | 22% | 4% | 104% | 32%[activator] | -0.2
CCCOc1ccc(N2C(=O)CC(NCc3cccnc3)C2=O)cc1 (stereo not given) | 13% | -17% | -1% | -3% | -5% | -12% | 0% | -2% | -1.3
Cc1nn(CC(=O)Nc2ccc(C(=O)N3CCCCC3)cc2)c(=O)c2ccccc12 | -11% | -13% | 0% | -2% | 8% | -1% | 1% | 5% | 0.0
Cc1cccc(-n2ncc3c2CCCC3NC(=O)CCN2CCCCO2)c1C (stereo not given) | -32% | -5% | -2% | 0% | -1% | -3% | 36% | 33%[activator] | -0.3

Some of the entries above, reformatted:
Each structure is followed by: APEX1 inh | Pol kappa inh | BLM helicase inh | ERG-DNA inh | ALOX12 inh | Apoferritin bind | Pol beta inh | Pol iota inh | TRHR agonist
> COc1ccccc1NC(=O)CSc1nnc(COc2ccc(Cl)cc2)n1Cc1ccco1
    4% | -18% | -16% | -8% | -7% | 14% | -18% | -16% | 0.6
> CCS(=O)(=O)C1=NN2C(=N)/C(=C\c3ccc(OS(=O)(=O)c4ccccc4)cc3)C(=O)N=C2S1
    57%[activator] | -33% | -9% | 13% | nt | -21% | ? | ? | -0.1
> C=C(C)C(=O)Nc1cccc(C2=NOC3(C2)C[C@H](C(N)=O)N(C(=O)CC#N)C3)c1 (stereo not given in full)
    ? | ? | -9% | -13% | nt | 5% | 35µM* | ? | 0.2

Shown as a hit in Pol kappa inh, of those listed so far:
molecule,APEX1 inh,Pol kappa inh,BLM helicase inh,ERG-DNA inh,ALOX12 inh,Apoferritin bind,Pol iota inh
CN(C)c1ccc2cc(S(=O)(=O)O)cc(O)c2c1,nt,32µM*,nt,16%,?,nt,?

Returning to the listing, starting five compounds before the break.
SMILES | APEX1 inh | Pol kappa inh | BLM helicase inh | ERG-DNA inh | ALOX12 inh | Apoferritin bind | Pol beta inh | Pol iota inh | TRHR agonist
COc1ccc(-c2cc(-c3cccs3)nc(OC)c2C#N)cc1OC | 0% | -11% | 0% | -7% | 0% | -1% | -7% | 6% | 0.5
COc1ccc(C(=O)NC2CCN(CC(=O)NC3CCCCC3)CC2)cc1 | 21% | 0% | -2% | 10% | 22% | 4% | 104% | 32%[activator] | -0.2
CCCOc1ccc(N2C(=O)CC(NCc3cccnc3)C2=O)cc1 (stereo not given) | 13% | -17% | -1% | -3% | -5% | -12% | 0% | -2% | -1.3
Cc1nn(CC(=O)Nc2ccc(C(=O)N3CCCCC3)cc2)c(=O)c2ccccc12 | -11% | -13% | 0% | -2% | 8% | -1% | 1% | 5% | 0.0
Cc1cccc(-n2ncc3c2CCCC3NC(=O)CCN2CCCCO2)c1C (stereo not given) | -32% | -5% | -2% | 0% | -1% | -3% | 36% | 33%[activator] | -0.3
COc1ccc(-n2nnc3c(SCC(=O)Nc4ccc5c(c4)OCCO5)ncnc32)cc1 | -7% | nt | -1% | nt | nt | -15% | 7% | nt | 1.0
CCN1CCN(C(=O)c2c(-c3c(Cl)cccc3Cl)noc2C)CC1 | 73%[activator] | -2% | -2% | -6% | 3% | -2% | 17% | 39%[activator] | -1.9
C[C@H](CO)N1C[C@H](C)[C@@H](CN(C)Cc2ccc(-c3ccccc3)cc2)Oc2c(NS(=O)(=O)c3cn(C)cn3)cccc2C1=O | -7% | -15% | nt | -14% | -5% | nt | nt | 3% | nt
Nc1nc(COc2ccc(Cl)cc2)cs1 | -4% | -3% | -9% | 10% | -1% | ? | -2% | 27% | -0.4
Cc1ccc2nc(N/C(N)=N/S(=O)(=O)c3ccc([N+](=O)[O-])cc3)nc(C)c2c1 | 0% | 2% | 4% | 5% | 21% | -9% | 11% | 91%[activator] | -0.6
O=C(NCC1CC1)NC(=O)c1c(F)cccc1Cl | 10% | -6% | -4% | 2% | 12% | 0% | 23% | 6% | 0.7
O=C(CSc1c[nH]c2ccccc12)N1CCOCC1 | -2% | 3% | -5% | -2% | 9% | -10% | 18% | 39%[activator] | -0.6

Bioassay records from PubChem BioAssay.
